# High-throughput results: PubChem BioAssay, Southern Research Specialized Biocontainment Screening Center
# H1N1 NS1A inhibition = H1N1 influenza NS1A inhibitors, functional cell based assay (AID 504329); NS1A functional cell-based assay, percent inhibition; higher % means a stronger effect; inhibition, % at 12.5 µM; hits with a dose series show IC50 in µM; actives 0.3% (n = 340,000); in the data active = a potency from the dose series; inconclusive = inhibition above about 27% without an active follow-up result; note: strong numbers were not always called active
# tuberculosis growth = growth inhibition of non-replicating M. tuberculosis (AID 488890); Mycobacterium tuberculosis non-replicating, growth inhibition; higher % means a stronger effect; inhibition, % at 25 µM; hits with a dose series show IC50 in µM; actives 0.39% (n = 320,000); in the data active = a potency from the dose series; inconclusive = inhibition mostly from about 82% at the one dose, without a potency; inactive = the rest, 99 in 100 with inhibition below about 76%;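 note: plate controls were DMSO cells for no effect and high antibiotic wells for full effect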
# PhoP GFP inhibition = PhoP regulon inhibitors, Salmonella typhi PhoP promoter GFP reporter, confirmatory (AID 1850) | Salmonella Typhi PhoP-promoter GFP reporter, fluorescence, 4 h; higher % means a stronger effect | inhibition, % at 50 µM; hits with a dose series show IC50 in µM | actives 0.33% (n = 310,000); in the data active = a potency from the dose series; inconclusive = inhibition mostly from about 25% at the one dose, without a potency; inactive = the rest, 99 in 100 with inhibition below about 19%;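 note: 0% = induced wells with vehicle and 100% = uninduced wells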
# inhibitors of VEEV = inhibitors of VEEV TC-83 cytopathic effect, confirmation, Vero cells (AID 588727); Vero cells, VEEV TC-83 cytopathic effect inhibition; higher % means a stronger effect; actives 0.13% (n = 350,000); inhibition, % at 20 µM; hits with a dose series show IC50 in µM; in the data active = a potency from the dose series; inconclusive = inhibition mostly from about 14% at the one dose, without a potency; inactive = the rest, 99 in 100 with inhibition below about 12%; note: strong numbers were not always called active
# M. tuberculosis HTS = M. tuberculosis growth inhibition, HTS (AID 449762); M. tuberculosis H37Rv growth inhibition, 7H9 media; higher % means a stronger effect; one-dose inhibition, % at 25 µM; IC50 in µM for titrated hits; actives 0.59% (n = 330,000); in the data active = a potency from the dose series; inconclusive = inhibition above about 70% without an active follow-up result;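 note: bacterial growth assessed after seven days of incubation; strong numbers were not always called active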
# inhibitors of VEEV 10K pilot screen = also measured in inhibitors of VEEV; calls as there; inhibition, %; measured here: 10K pilot screen inhibition
# Starred values were filed as active, the others as inactive; i = inactive; ? = inconclusive; / = not tested or not shown; & = joins results of further samples.
SMILES,H1N1 NS1A inhibition,tuberculosis growth,PhoP GFP inhibition,inhibitors of VEEV,M. tuberculosis HTS,others
CC#C[C@]1(O)CC[C@H]2[C@@H]3CCC4=CC(=O)CCC4=C3[C@@H](c3ccc(N(C)C)cc3)C[C@@]21C,8%,54%,-3%&1%,6.9%,21%,
Cc1ccccc1NC1=NC(=S)N(CC(N)=O)C12CCOC(C)(C)C2 (stereo not drawn),-1%,5%,9%,1.1%,1%,
CNC(=O)c1c(NC(=O)c2nc3ccccc3s2)sc2c1CCC2,1%,38%,-11%,1.8%,1%,
C=CCn1c(SCC(=O)O)nnc1-c1cccs1,-24%,3%,-6%,i,-16%,
O=C(c1cc2ccccc2oc1=O)N1CCSC1c1ccco1 (stereo not drawn),2%,21%,-1%,i,-4%,
O=C1NC2(CCCc3ccccc32)C(=O)N1Cc1nnc(-c2ccccc2Br)o1 (stereo not drawn),5%,10%,-1%,7.1%,-4%,
CN(C)c1cc[n+](CC(=O)Nc2ccccc2C(F)(F)F)cc1,-5%,-6%,7%,2.4%,2%,
COc1cccc(N2CCN(C(=O)CN(C)S(=O)(=O)c3ccc4c(c3)c(=O)n(C)c(=O)n4C)CC2)c1,-6%,-2%,5%,8.0%,-3%,
CCN1C(=NCc2cc(OC)c(OC)c(OC)c2)N[C@@H](c2cccc(C(F)(F)F)c2)C(C(=O)OC)=C1C,7%,36%,/,0.2%,2%,
COc1ccccc1C(CNC(=O)c1ccc(NS(=O)(=O)c2ccc3c(c2)OCCO3)cc1)N(C)C (stereo not drawn),-5%,16%,6%,1.1%,7%,
ClC1(Cl)CC1Cn1c(C2CC2)nc2ccccc21 (stereo not drawn),-8%,15%,-6%,i,-6%,
Cc1ccccc1Nc1nc2ccccc2n1C(C)C,0%,-24%,-6%,0.2%,-4%,
O=C(O)c1ccccc1N1C(=O)C2C3CCC(C3)C2C1=O (stereo not drawn),5%,0%,2%,1.1%,2%,
Nc1ccccc1C(=O)NCc1ccco1,-9%,-17%,7%,0.6%,3%,
CN(CC(=O)Nc1ccc(C(N)=O)cc1)CC(=O)Nc1ccccc1Cl,3%,-1%,5%,0.1%,2%,
O=C1CNC(=S)N1Cc1ccc(Cl)cc1,-4%,6%,9%,1.1%,1%,
Cc1ccc(NC(=O)c2ocnc2C)cc1Cl,13%,16%,-5%,1.7%,-1%,
CCOC(=O)c1c(C)[nH]c(C)c1S(=O)(=O)NCCCN1CCOCC1,-3%,-24%,4%,0.4%,0%,
FC(F)(F)c1cc(N2CCNCC2)c2ccccc2n1,-2%,-7%,-12%,1.4%,4%,
O=C(CSc1nnnn1Cc1ccccc1)c1ccc(F)cc1,-8%,41%,0%,i,6%,
COc1cccc(N=Nc2c(C)[nH]n(-c3ccccc3)c2=O)c1,26%,31%,-5%,0.4%,12%,
COc1cccc(NC(=O)c2ncn[nH]2)c1,16%,-5%,-10%,6.6%,-4%,inhibitors of VEEV 10K pilot screen=3.4
O=C(NCCN1CCc2ccccc2C1)C1CCN(S(=O)(=O)N2CCC3(CC2)OCCO3)CC1,-6%,9%,0%&6%,0.4%,-7%,
Cn1cccc1/C=C1\SC(=Nc2ccc(O)cc2)NC1=O,18%,8%,-6%,1.6%,5%,
CSc1nc(N(C)NC(=O)c2ccc(Cl)cc2)c2ccccc2n1,4%,5%,-19%,11%,4%,
NC(=O)c1ccc(NC(=O)CNC(=O)c2sc3ccccc3c2Cl)cc1,2%,-1%,/,0.8%,-4%,
COc1ccccc1CN1CCN(Cc2nc(-c3cccs3)no2)CC1,17%,16%,0%,0.1%,-14%,
N=C(N)N1CCc2ccccc21,13%,-5%,12%,1.0%,8%,
COc1ccc(CCNC(=O)C2CCCN2C(=O)Nc2ccccc2)cc1OC (stereo not drawn),-6%,-12%,4%,0.2%,-5%,
Cn1cc(CNC(=O)c2cc(-c3ccccc3)nc3ccc(Br)cc23)cn1,-8%,-14%,0%,6.5%,10%,
COc1ccccc1NC(=O)CN1CCN(c2ccccc2)CC1,-27%,20%,24%,4.2%,-3%,
O=C(c1ccc(CS(=O)(=O)c2ccc(Br)cc2)o1)N1CCOCC1,7%,/,-5%,i,-5%,
Cc1csc(NC(=O)CSc2nc3sc(C)c(C)c3c(=O)[nH]2)n1,7%,26%,-16%,5.8%,-1%,
CCn1nc(CC(C)C)cc1C(=O)N1CCCC(Nc2ccc(F)cc2)C1 (stereo not drawn),-7%,13%,6%,5.2%,6%,
Cc1cccc(NC(=O)NCCCCc2ccccc2)c1,14%,10%,-9%,5.0%,-5%,
Cc1cc(N2C(=O)c3ccccc3C2=O)n(C)n1,13%,-5%,18%,2.3%,-9%,
CC(=O)N1c2ccc(S(=O)(=O)N3CCC(C(=O)N4CCCC(C)C4)CC3)cc2CC1C (stereo not drawn),1%,-12%,9%,0.1%,-1%,
Cc1nc(NCCCO)c(C#N)c2c1COC(C)(C)C2,7%,12%,19%,0.5%,8%,
S=c1nc(-c2sccc2OCc2ccc(Cl)cc2Cl)[nH][nH]1,-24%,-6%,-5%,1.6%,-1%,
O=C(CCc1ccccc1)NNC(=S)NC(=O)c1ccc(Cl)cc1,/,?,10%,/,?,
N=c1c(C(=O)NCc2ccco2)cc2c(=O)n3ccccc3nc2n1CC1CCCO1 (stereo not drawn),2%,/,-3%,i,-12%,
COCc1ccccc1C1=CC(=O)C[C@H](c2ccc(F)cc2)C1,-18%,1%,/,i,-1%,
CN(C)c1cccc2c1c(NC(=O)Nc1ccc(F)cc1F)nn2C,-17%,9%,-6%,0.8%,2%,
Cc1ccccc1N1C(=O)Cc2ccccc2C1=O,1%,-12%,2%,i,-3%,
O=C(C1=C(Nc2ccccc2)c2ccccc2S(=O)(=O)N1)c1ccccc1,-2%,6%,-35%,1.2%,-7%,
CC(C)(C)NC(=O)c1ccc(Cn2cc(C(F)(F)F)ccc2=O)cc1,-3%,-6%,-7%,0.6%,-3%,
CC(C)NC(=O)Cc1ccc(Br)cc1,-7%,-4%,-1%,5.3%,-4%,
O=C(OC(C(=O)NC1CCCC1)c1ccc(F)cc1)c1ccno1 (stereo not drawn),28%,4%,3%,0.7%,-7%,
S=C(NCc1ccc(Cl)c(Cl)c1)Nc1ccc2c(c1)OCO2,-2%,74%,-5%,i,4%,
Cc1ccc(OCc2cc(C(=O)N3CCN(C4CCCC4)CC3)no2)cc1C,1%,25%,2%,0.1%,47%,
COc1ccc(CCNC(=O)CCNC(=O)c2ccc(Cl)cc2)cc1OC,-7%,5%,0%,3.2%,4%,
CCOC(=O)C(Cc1c(F)cccc1Cl)c1ccno1 (stereo not drawn),-5%,47%,3%,0.8%,0%,
CCOC(=O)c1ccc2[nH]c3c(c2c1)CCCCC3=O,4%,-14%,-17%,1.2%,49%,
CC(C(=O)Nc1ccc(C#N)cc1)N(C)Cc1cccs1 (stereo not drawn),0%,26%,-6%,2.6%,-8%,
CC(SCc1ccccc1)C(=O)Nc1ccc2c(c1)OCO2 (stereo not drawn),0%,58%,6%,i,-7%,
Cc1cccc(OCC(=O)NCCCNC(=O)c2cnccn2)c1,0%,-5%,11%,0.8%,4%,
Cc1ccn2c(=O)nc(SCC(=O)N3CCC(Cc4ccccc4)CC3)nc2c1,2%,33%,9%,2.2%,67%,
C=CCc1cccc(/C=N/n2c(C)nnc2C)c1O,7%,3%,-3%,0.9%,-7%,inhibitors of VEEV 10K pilot screen=1.5
Cc1cc(C(=O)CSc2cccc[n+]2[O-])c(C)n1-c1ccc(Br)cc1,/,?,-3%,/,?,
COc1ccc(CCNC(=O)CSc2nc(-c3ccc(OC)c(OC)c3)ccc2C#N)cc1,4%,-1%,-4%,2.2%,1%,
# Additional records.
SMILES,H1N1 NS1A inhibition,tuberculosis growth,PhoP GFP inhibition,inhibitors of VEEV,M. tuberculosis HTS,others
CCOCC(=O)Nc1ccc([N+](=O)[O-])cc1Cl,/,12%,-5%,7.1%,9%,
O=C(COC(=O)c1ccc(CSc2ccc(Cl)cc2)cc1)Nc1ccccc1,-5%,79%,-6%,0.9%,3%,
Cc1ccc(C)c(NC(=S)NNC(=O)c2csc3c2CCCC3)c1,13%,-15%,9%,2.8%,8%,
COC(=O)CCCNS(=O)(=O)c1ccc2ccccc2c1,-23%,14%,2%,i,5%,
CN1C=CC(=O)[C@@H](O)[C@H]1c1ccccc1Br,-8%,/,/,i,/,
O=C(CC1SC(N2CCCCC2)=NC1=O)Nc1ccc(C(=O)Nc2ccccc2)cc1 (stereo not drawn),-2%,17%,4%,5.5%,53%,
O=C1CCCCN1CCC(=O)N1CCCC(N2CCN(c3cccc(Cl)c3)CC2)C1 (stereo not drawn),-4%,-4%,0%,0.4%,-11%,
COc1ccc(Cc2nc3ccc(C(=O)NCC4CCOCC4)cc3o2)cc1OC,-6%,-11%,2%,5.8%,0%,
C=CCN(CC=C)C(=O)c1ccc(OC2CCN(S(=O)(=O)N(C)C)CC2)cc1,7%,16%,-12%,0.4%,7%,
COc1ccccc1N(CC(=O)N/N=C(\C)c1ccccc1O)S(=O)(=O)c1ccc(C)cc1,-9%,60%,4%,2.5%,2%,
CCCCN(CC)CCNC(=O)C1CCCN(S(=O)(=O)c2cccc3nsnc23)C1 (stereo not drawn),-11%,-6%,3%,0.3%,0%,
CSc1nc2ncncc2[nH]1,-4%,/,/,4.3%,/,
CC(=O)N1CCc2cc(Br)cc(S(=O)(=O)NCc3ccc(Cl)cc3)c21,-6%,4%,1%,0.8%,10%,
Cc1csc(=O)n1CCC(=O)OCC(=O)N(CC(C)C)c1c(N)n(Cc2ccccc2)c(=O)[nH]c1=O,-8%,3%,-10%,2.6%,-6%,
O=C(O)C1CCC(N2C(=O)c3c(Cl)c(Cl)c(Cl)c(Cl)c3C2=O)CC1 (stereo not drawn),/,3%,-11%,/,4%,
Cc1ccnc(NC(=O)CCC(=O)N(CC(=O)NCc2ccccc2)Cc2ccccc2)c1,7%,2%,11%,i,-7%,
CCc1c(C)nc2ncnn2c1N1CCN(S(=O)(=O)c2ccc(OC)cc2)CC1,0%,2%,-3%,i,-3%,
CC1CCCC(NC(=O)CN2CCN(S(=O)(=O)c3ccc(Br)s3)CC2)C1C (stereo not drawn),3%,/,/,5.3%,/,
